# M18AAP inhibitor: PfM18AAP enzyme inhibition. inhibition, % at 7.35 µM. recombinant PfM18AAP, H-Glu-NHMec fluorogenic cleavage. 290,000 compounds, 1.2% hits;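 active = inhibition above the campaign mean inhibition over all tested compounds plus 3 SD, cut at about 28% in these data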;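 note: 0% = plate median of test compound wells and 100% = 2 mM ZnCl2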
# MEKK2wt PB1 HTS: raises or lowers MEK5 binding to wildtype human MEKK2 PB1 domain. Q9Y2U5. bead flow cytometry, Alexa488-MEK5 binding to MEKK2 WT; actives lie on both sides. binding response (% of control), % at 10 µM. 290,000 compounds, 1.1% hits. AID 1531; in the data active = binding response below about 67% or above about 130%
# MEKK2 mut-MEK5: signal of MEK5 binding to mutant human MEKK2 PB1 domain; bead flow cytometry, Alexa488-MEK5 binding to MEKK2 mutant; percent response, % at 10 µM; 290,000 compounds, 0.35% hits; AID 1530; in the data active = percent response above about 24%, passing the limit was not always enough; note: inactives centre near 1; some results filed as inactive read as strong as hits; reference of the scale not given here
# SUMO HTRF inh: inhibitors of human SUMOylation (UBC9). P63279. HTRF SUMOylation assay, SAE1/SAE2 + UBC9, in vitro. inhibition, % at 35 µM. 290,000 compounds, 0.36% hits; in the data active = inhibition above about 50%, passing the limit was not always enough; note: strong numbers were not always called active
# IDE act: boosts human insulin-degrading enzyme activity in HEK cells. FAbeta-B cleavage, fluorescence polarization; 0% vehicle, 100% cell-free pure enzyme wells. activation, % at 5.96 µM. 340,000 compounds, 0.073% hits. P14735;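 active = activation above the mean of all tested compounds plus 3 SD, set per screening campaign, cut at about 17% in these data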
# Target sequence (P14735 whole entry, looked up): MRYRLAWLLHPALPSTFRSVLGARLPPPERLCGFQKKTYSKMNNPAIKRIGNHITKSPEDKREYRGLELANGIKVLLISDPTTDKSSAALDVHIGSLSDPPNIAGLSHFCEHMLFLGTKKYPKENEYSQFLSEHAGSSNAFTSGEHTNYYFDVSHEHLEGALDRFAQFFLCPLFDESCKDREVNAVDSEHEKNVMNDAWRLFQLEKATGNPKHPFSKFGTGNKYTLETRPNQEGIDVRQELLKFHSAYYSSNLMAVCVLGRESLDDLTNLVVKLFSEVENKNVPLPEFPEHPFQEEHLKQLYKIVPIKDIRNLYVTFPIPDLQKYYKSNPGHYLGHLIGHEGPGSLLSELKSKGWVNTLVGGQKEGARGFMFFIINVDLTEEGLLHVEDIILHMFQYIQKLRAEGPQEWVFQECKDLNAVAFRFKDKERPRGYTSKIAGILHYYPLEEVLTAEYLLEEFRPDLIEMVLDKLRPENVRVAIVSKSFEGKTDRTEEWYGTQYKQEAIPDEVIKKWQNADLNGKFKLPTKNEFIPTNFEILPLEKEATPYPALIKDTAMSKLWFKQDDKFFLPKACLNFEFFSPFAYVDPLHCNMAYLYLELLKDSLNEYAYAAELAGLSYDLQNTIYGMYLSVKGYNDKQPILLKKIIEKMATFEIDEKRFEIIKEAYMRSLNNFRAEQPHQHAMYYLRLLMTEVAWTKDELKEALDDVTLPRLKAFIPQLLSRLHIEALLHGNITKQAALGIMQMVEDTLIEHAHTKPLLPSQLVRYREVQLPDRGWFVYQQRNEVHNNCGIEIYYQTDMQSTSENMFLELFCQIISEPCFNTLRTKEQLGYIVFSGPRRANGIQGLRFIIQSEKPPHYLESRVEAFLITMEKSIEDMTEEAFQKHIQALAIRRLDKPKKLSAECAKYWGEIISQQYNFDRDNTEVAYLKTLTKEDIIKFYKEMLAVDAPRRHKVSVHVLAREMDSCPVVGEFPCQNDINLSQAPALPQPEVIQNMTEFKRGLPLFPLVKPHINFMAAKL
# NALP1 yeast inh: blocks the NALP1 inflammasome reconstituted in yeast. S. cerevisiae NALP1/ASC/caspase-1 growth, X-gal OD620, 72 h. inhibition, % at 10 µM. 280,000 compounds, 0.61% hits. AID 2071; in the data active = inhibition mostly above about 24%, no sharp cut-off; inactive = mostly below about 32%; note: some compounds called inactive have numbers as strong as hits
# IDE inh: cellular human IDE inhibition. inhibition, % at 5.59 µM. HEK cells, FAbetaB cleavage, fluorescence polarization. 320,000 compounds, 0.41% hits. P14735;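 active = percent inhibition above the average of all tested compounds plus 3 SD, set per screening campaign, cut at about 16% in these data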;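 note: IDE supplied by intact live HEK cells; FP after avidin binding of uncleaved biotin substrate so inhibition keeps polarization high; 0% = DMSO wells and 100% = 60 µM reference IDE inhibitor Ii1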
# pCIP destab: p/CIP protein destabilization. Q05BA5. F442A p/CIP-EGFP cells, EGFP fluorescence, 16 h. decrease of EGFP signal, % at 10 µM. 290,000 compounds, 0.01% hits. AID 1984;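 active = EGFP signal decrease of at least 30% at 10 µM or well 3 SD below plate mean, unless failing retest; inactive = the rest, including hits failing retest or dose response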; note: some compounds called inactive have numbers as strong as hits; many of its hits are not listed in these tables
# MEKK3 PB1 HTS: raises or lowers MEK5 binding to the human MEKK3 PB1 domain | binding response (% of control), % at 10 µM | bead-based flow cytometry, Alexa488-MEK5 binding to MEKK3; actives lie on both sides; 0 = blocked by unlabeled MEK5, 100 = vehicle | Q99759 | 290,000 compounds, 1.4% hits | AID 1529;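 active = binding response more than 3 SD above or below the average of its plate-row segment, actives on both sides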;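 note: Alexa488 bead fluorescence after subtracting the streptavidin-only scavenger bead signal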
# * = called active by the depositor; . = not tested or not shown; [ ] = remark or other dose.
M18AAP inhibitor	MEKK2wt PB1 HTS	MEKK2 mut-MEK5	SUMO HTRF inh	IDE act	NALP1 yeast inh	IDE inh	pCIP destab	MEKK3 PB1 HTS	Structure
18	101	-3	-5	3	45	-3	-3	104	O=C(CNC(=O)c1ccccn1)N/N=C/c1ccc2c(c1)OCO2
-11	99	3	5	8	4	1	-9	100	Cc1c(NC(=O)Oc2ccccc2)sc(=S)n1C
-7	139	15	13	-1	-2	-1	2	107	COc1ccc(C2c3ccc4ccccc4c3Oc3ncn(CCO)c(=N)c32)cc1OC (stereo unspecified)
3	101	5	19	1	16	-6	-6	106	CCCCC#Cc1ccccc1CC(=O)Nc1ccccc1
4	106	0	0	2	37	-1	-2	103	COC(=O)c1ccccc1NC(=O)NCc1ccccn1
-2	103	-3	-4	3	9	8	7	107	O=C(c1ccc2ccccc2c1)N1CCN(S(=O)(=O)/C=C/c2ccccc2)CC1
-3	145*	29	6	.	-9	-2	-6	107	C#CCOCCOCCOCCNc1nc(N2CCN(C(=O)[C@H](CCC(=O)O)n3cc(C(N)Cc4ccc(O)cc4)nn3)CC2)nc(N2CCN(C(=O)[C@H](Cc3cc4ccccc4[nH]3)n3cc(C(N)CC(C)C)nn3)CC2)n1 (stereo partly specified)
-5	97	5	7	6	8	4	-8	99	CCOC(=O)C1=C(c2ccccc2)OC(N)=C(C#N)C1c1ccco1 (stereo unspecified)
-3	99	2	17	5	4	4	-21	101	O=C(c1ccco1)N1CCN(C(=S)Nc2ccc(F)cc2)CC1
1	106	5	-1	4	1	0	8	104	CO/N=C/C(c1ccc(Cl)nc1)S(=O)(=O)c1ccccc1 (stereo unspecified)
0	109	11	13	1	21	2	3	107	COc1cc([N+](=O)[O-])ccc1NC(=O)NCc1ccccn1
31*	96	6	-1	3	18	2	8	91	COC(=O)CNc1ccc2c(c1)OCO2
-5	107	1	6	4	3	1	1	117	Cc1nnc(NC(=O)c2ccc(C)c(S(=O)(=O)N3CCCCCC3)c2)s1
-6	100	2	-3	1	-11	-1	24	101	COc1cccc(CNS(=O)(=O)c2cc(Br)cc3c2N(C(C)=O)C(C)C3)c1 (stereo unspecified)
-12	84	-17	14	-5	20	0	-11	89	COc1ccccc1-n1c(SCC(=O)O)nc2sc3c(c2c1=O)CCC3
-3	-5.0*[inhibitor]	-40	-11	1	10	1	-5	0.0*[inhibitor]	CC1CCN(S(=O)(=O)c2ccc(NC(=O)Cc3ccccc3)cc2)CC1
-1	102	-3	18	-2	.	-5	2	102	Cn1c(SCC(=O)N2CCOCC2)nnc1-c1ccc2ncccc2c1
-6	102	0	-3	-2	6	2	-8	99	CCc1ccccc1Nc1nc2ccccc2n1C
-4	111	10	8	-3	8	-4	-11	107	O=S(=O)(NC1CCc2ccccc21)c1ccc(S(=O)(=O)N2CCCC2)cc1 (stereo unspecified)
-6	105	5	9	3	-3	-8	-14	101	Brc1ccc(Oc2ncc(CN3CCN(c4ccccc4)CC3)s2)cc1
-6	96	-2	12	2	14	-9	-15	96	Cc1nn(C)c(C(=O)NNC(=S)NC2CCCCC2)c1Cl
-14	100	0	30	1	6	2	0	102	CC(=O)c1ccccc1NCC(=O)Nc1ccc(C)cc1
1	93	-2	-14	6	.	0	-2	97	Cc1ccc(NC(=O)Nc2ncnc3nc[nH]c23)cc1
0	109	10	4	3	-10	-3	-1	108	O=C(O)C1Cc2ccccc2CN1S(=O)(=O)c1ccc2ccccc2c1 (stereo unspecified)
-3	91	-18	6	5	-3	2	-13	86	COc1nccc(C(F)(F)F)c1C(=O)Nc1ccc(Cl)cc1
0	101	-1	7	4	3	3	-3	105	O=C(Nc1ccccc1)Nc1ccc2ocnc2c1
0	106	3	26	4	13	1	6	102	COc1cc2ccccc2cc1C(=O)Nc1nnc(-c2ccncc2)o1
2	102	-10	6	11	1	-1	-2	96	OC1(c2ccc(Cl)cc2)CCN(Cc2cn[nH]c2-c2ccc(F)cc2)CC1
-3	105	4	6	2	15	-4	9	102	COc1ccc(-n2c(SC(C)C(=O)N3CCOCC3)nc3ccccc3c2=O)cc1 (stereo unspecified)
-3	95	-1	24	-4	32	4	-6	89	CCC(C)NCCCOc1ccc([N+](=O)[O-])cc1 (stereo unspecified)
3	107	12	18	-1	12	2	-2	103	Nc1ccccc1C(=O)N1CCCC1
-1	101	-2	9	3	4	0	-2	102	COc1cc(OC)cc(C(=O)N[C@H](C(=O)NC23CC4CC(CC(C4)C2)C3)C(C)C)c1
-4	112	3	-5	3	.	2	-4	106	CSc1ccccc1NC(=O)COc1ccc(Cl)cc1C
-6	100	1	10	8	0	3	-12	99	CCOc1ccc2nc(NS(=O)(=O)c3ccc(NC(C)=O)cc3)sc2c1
0	95	-1	21	2	26	0	-6	95	Cc1ccc(NC(=O)c2oc3ccc(S(=O)(=O)N4CCC5(CC4)OCCO5)cc3c2C)cc1C
-4	107	4	-6	4	24	1	-10	109	Cc1ccc(NC(=O)c2cccc(OCc3c(C)noc3C)c2)cc1S(=O)(=O)Nc1ccccc1Cl
-5	96	2	-2	7	11	12	4	98	CC(NC(=O)NC(=O)c1cccc(Cl)c1)c1ccccc1 (stereo unspecified)
-4	97	1	-25	0	22	-1	2	91	CCCCC(=O)Nc1cccc(-c2nn3c(C)nnc3s2)c1
-1	114	10	17	0	16	-5	-1	106	N=c1oc2ccc(Br)cc2cc1C(=O)NCc1ccccc1
-1	98	-13	7	7	0	-2	11	101	C=CCn1c(C)cc(C2=NNC(=NCc3ccccc3)SC2)c1C
-3	105	0	8	5	1	0	-31	103	Cc1nn(CCCC(=O)Nc2ccccn2)c(C)c1[N+](=O)[O-]
0	106	0	7	4	3	2	3	102	O=C(C1CCC(CNS(=O)(=O)c2ccc(F)cc2)CC1)N1CCOCC1 (stereo unspecified)
0	98	-2	-17	2	16	0	6	98	CC(C)N(Cc1nc(-c2ccccc2)no1)C(=O)CSc1ccccc1
2	103	-4	6	-2	-7	2	0	101	N/C(=N\OC(=O)c1cnn(-c2ccccc2)c1C(F)(F)F)c1ccc(C(F)(F)F)cc1
4	101	10	-2	-3	-6	3	8	97	O=C(CSc1nc2ccccc2[nH]1)N1CCN(c2ccc(F)cc2)CC1
-2	101	4	-4	4	-4	-8	-7	101	CCOCCn1c(C(C)C)nc2ccccc21
5	89	-13	13	4	2	3	7	83	COc1ccc(-c2nc3ccccc3o2)cc1NC(=O)c1ccc(Br)o1
-5	103	1	17	4	6	2	-3	102	COc1ccc2cc(S(=O)(=O)NCCCN3CCOCC3)ccc2c1
3	93	-5	15	-1	3	5	-5	93	Cc1c(C(=O)OCC(=O)N(CCC#N)c2ccccc2)oc2c1ccc1ccccc12
0	100	-4	-6	-5	-14	-5	-12	98	O=C(c1ccco1)N1CCN(C2CC(=O)N(c3ccccc3)C2=O)CC1 (stereo unspecified)

# Part of the list above, reformatted:
canonical_smiles: CCOCCn1c(C(C)C)nc2ccccc21
  M18AAP inhibitor: -2; MEKK2wt PB1 HTS: 101; MEKK2 mut-MEK5: 4; SUMO HTRF inh: -4; IDE act: 4; NALP1 yeast inh: -4; IDE inh: -8; pCIP destab: -7; MEKK3 PB1 HTS: 101
canonical_smiles: COc1ccc(-c2nc3ccccc3o2)cc1NC(=O)c1ccc(Br)o1
  M18AAP inhibitor: 5; MEKK2wt PB1 HTS: 89; MEKK2 mut-MEK5: -13; SUMO HTRF inh: 13; IDE act: 4; NALP1 yeast inh: 2; IDE inh: 3; pCIP destab: 7; MEKK3 PB1 HTS: 83
canonical_smiles: COc1ccc2cc(S(=O)(=O)NCCCN3CCOCC3)ccc2c1
  M18AAP inhibitor: -5; MEKK2wt PB1 HTS: 103; MEKK2 mut-MEK5: 1; SUMO HTRF inh: 17; IDE act: 4; NALP1 yeast inh: 6; IDE inh: 2; pCIP destab: -3; MEKK3 PB1 HTS: 102

# New compounds follow:
M18AAP inhibitor	MEKK2wt PB1 HTS	MEKK2 mut-MEK5	SUMO HTRF inh	IDE act	NALP1 yeast inh	IDE inh	pCIP destab	MEKK3 PB1 HTS	Structure
-14	107	8	18	4	6	3	-19	105	CC(C)NC(=O)C(=O)NCC(c1ccc2c(c1)OCO2)N1CCOCC1 (stereo unspecified)
8	95	-5	15	2	-9	1	-5	104	COC(=O)c1cc2n(n1)CCN(Cc1cccc(OC)c1)C2=O
1	114	14	-6	-3	28	-7	-6	104	COc1cccc(-c2ccc(C#N)c(SCC(=O)NCCc3ccccc3)n2)c1
1	107	5	40	.	1	5	2	108	CCc1nccn1C(=O)c1cnn2c(C(F)F)cc(-c3ccccc3)nc12
5	105	3	6	10	20	3	-37	99	CN(CCN1CCOCC1)C(=O)CC1C(=O)NCCN1Cc1ccccc1F (stereo unspecified)
7	93	-2	-11	3	.	3	8	93	CC(C)(C)C(=O)NNC(=O)c1ccc(Oc2cc(Cl)cc(Cl)c2)o1
-11	106	8	2	8	0	-2	-11	108	CCC(C(=O)OCC(=O)Nc1c(C)n(C)n(-c2ccccc2)c1=O)c1ccccc1 (stereo unspecified)
-2	110	1	-7	-1	34	-1	1	115	O=C(NCCc1ccccc1)c1c(F)c(F)c(F)c(F)c1F
6	99	-2	7	-6	-2	2	-5	102	Cc1cc(=O)[nH]c(SCC(=O)c2ccc3c(c2)NC(=O)CO3)n1
-6	107	4	4	3	21	4	-15	107	COc1ccc(NC(=O)c2cccc(NC(=O)c3ccccc3)c2)c(OC)c1
3	107	12	7	7	8	-3	-11	106	CCCOc1ccc(N2C(=O)CC(N(CCOC34CC5CC(CC(C5)C3)C4)C(C)=O)C2=O)cc1 (stereo unspecified)
4	106	4	-28	1	-8	4	-12	103	Cc1nn(Cc2cccc(C(=O)NC(C)c3ccc(C(C)(C)C)cc3)c2)c(C)c1[N+](=O)[O-] (stereo unspecified)
2	90	-9	-19	-1	14	9	-8	81	Cc1cc(C(=O)N/N=C2\CC(=O)CC(C)(C)C2)n[nH]1
1	102	1	10	-2	3	2	-8	100	COc1cc(C=O)ccc1OCC(=O)N1CCOCC1
1	101	2	-111	-1	.	.	-2	96	Cc1c(N/N=C(\C#N)C(=O)c2ccccc2)c(=O)n(-c2ccccc2)n1C
-9	106	3	-21	-3	6	-1	5	103	CCOC1(NC(=O)c2ccccc2)C(C)=CC(=O)C=C1C
3	99	4	9	1	21	3	0	101	CC(C)(C)C(=O)CC(=O)Nc1ccc(Cl)c(N)c1
4	104	2	-3	1	-13	7	-14	99	N#Cc1c(-c2ccccc2Cl)cc(C2CC2)nc1N
6	104	0	13	2	.	-3	8	101	CCN1CCN(CC(=O)Nc2cc(C(F)(F)F)ccc2OCCOC)CC1
6	104	-1	8	-4	14	2	-6	105	COc1ccc2c(c1)CCN(C(=O)CCl)C2C1C(=O)CCCC1=O (stereo unspecified)
5	101	1	-26	-5	-4	3	-4	100	O=S(=O)(c1ccc(F)c(F)c1)N1CCCc2ccccc21
2	115	14	0	4	7	0	-10	113	O=C(Nc1ccc(Cl)cc1)c1ccc(CN2CCc3ccccc3C2)cc1
.	100	0	.	-5	.	3	.	100	C#CCSc1nnc(C)c(C)n1
-9	106	3	-12	-2	22	3	4	107	CCn1c(NC(=O)c2nn(C)cc2Br)nc2ccccc21
-8	101	1	9	0	15	-1	-3	97	Cc1cccc(C(=O)Nc2cccc3c2CCCC3)c1

# Only part of the results is shown. The share of hits here may be higher or lower than overall.
